Source: PubChem (National Center for Advancing Translational Sciences (NCATS))
GAA glycogen mod: qHTS Assay for Inhibitors and Activators of Human alpha-Glucosidase Cleavage of Glycogen. Lysosomal alpha-glucosidase (Homo sapiens), P10253. recombinant GAA, glycogen substrate, Amplex Red glucose oxidase fluorescence. Potency, µM (titrated, usually from 76.4 µM), for the others: at the highest dose activity change, negative = inhibition, usual class: inhibitors. 300,000 tested, 0.38% active. AID 2100, 2009;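 also: 0% = full enzyme reaction and -100% = no-enzyme basal signal; the screen sought inhibitors and activators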
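Natural-substrate format: glycogen cleavage by 4 nM human enzyme, glucose read by Amplex Red coupling (Ex 573, Em 610 nm). Normalized to enzyme and no-enzyme controls.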
NPSR antagonist: qHTS Assay for Antagonists of the Neuropeptide S Receptor: cAMP Signal Transduction; Q6W5P4; CHO-NPSR cells, cAMP TR-FRET, antagonist mode; Potency, µM (doses to about 38.3 µM), inactives show at the top dose activity change, negative = inhibition, actives largely listed as inhibitors; 220,000 tested, 1% active; also: % is scaled to controls: 0 for no effect and ±100 for the full control effect; nearly all actives have a fitted effect of over 50% in size; many of its hits are not listed in these tables
Target sequence (Q6W5P4 whole entry, looked up): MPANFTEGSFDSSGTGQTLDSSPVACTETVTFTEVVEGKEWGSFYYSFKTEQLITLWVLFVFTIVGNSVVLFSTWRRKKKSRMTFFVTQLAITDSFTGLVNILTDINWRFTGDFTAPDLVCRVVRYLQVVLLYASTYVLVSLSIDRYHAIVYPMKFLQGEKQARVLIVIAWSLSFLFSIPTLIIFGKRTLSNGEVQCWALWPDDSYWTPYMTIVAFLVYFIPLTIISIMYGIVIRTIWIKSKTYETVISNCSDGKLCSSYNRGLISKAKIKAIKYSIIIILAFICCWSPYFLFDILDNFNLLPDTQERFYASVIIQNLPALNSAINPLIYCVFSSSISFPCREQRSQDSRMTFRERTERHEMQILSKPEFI
Epigenetic derep: Quantitative High-Throughput Screen for Regulators of Epigenetic Control; murine LDR cells, GFP reporter derepression, 30 h; Potency, µM (top dose mostly 53.9 µM), inactives show at the top dose GFP activation, most hits filed as activators; 280,000 tested, 0.2% active; AID 1865, 2009; also: % of control where 0% means no effect; nearly all actives have a fitted effect of over 60% in size
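Murine LDR cells bearing a silenced CMV-driven GFP reporter were exposed to compound for 30 h at 37 C. After PBS washes, GFP-positive cells (20-120 um objects) counted by laser-scanning microplate cytometry.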
Tau fluor counter: Counterscreen qHTS for Inhibitors of Tau Fibril Formation, Fluorescence Polarization. Potency, µM (series often up to 57.7 µM), for inactives: at the highest dose activity change, negative = decrease. 280,000 tested, 0.93% active. tau K18 P301L (four-repeat tau fragment) Alexa594 fluorescence, heparin fibrillization; also: % is scaled to controls: 0 for no effect and ±100 for the full control effect; nearly all actives have a fitted effect of over 55% in size
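Human K18 P301L tau (15 uM unlabeled plus 0.24 uM Alexa 594-labeled, final) in 100 mM sodium acetate pH 7 was mixed with compound and 20 uM heparin and incubated 6 hr at 37 C.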
ALDH1A1 block: qHTS Assay for Inhibitors of Aldehyde Dehydrogenase 1 (ALDH1A1); Purified ALDH1A1, NADH fluorescence, propionaldehyde substrate; Potency, µM (top dose mostly 75.3 µM), for the others: at the highest dose activity, negative = inhibition, most hits filed as inhibitors; 220,000 tested, 7.3% active; active = well fitted inhibition curve with a large enough effect, not every such curve was filed as active; inconclusive = small, poorly fitted or top-dose-only effect, or another doubt; inactive = no such curve, though single readings can be large or run the other way;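 also: plate controls were no enzyme wells and a reference inhibitor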
aGal spleen mod: qHTS Assay for Inhibitors and Activators of Human alpha-Galactosidase From Spleen Homogenate | Alpha-galactosidase A (Homo sapiens), P06280 | human spleen homogenate, 4MU-alpha-Gal fluorescence, 40 min | Potency, µM (top dose mostly 80 µM), inactives show at the highest dose activity change, negative = inhibition, most hits filed as inhibitors | 240,000 tested, 0.008% active;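 also: 0% = enzyme with vehicle and -100% = no enzyme basal signal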
Target sequence (P06280 32-429 limits assumed): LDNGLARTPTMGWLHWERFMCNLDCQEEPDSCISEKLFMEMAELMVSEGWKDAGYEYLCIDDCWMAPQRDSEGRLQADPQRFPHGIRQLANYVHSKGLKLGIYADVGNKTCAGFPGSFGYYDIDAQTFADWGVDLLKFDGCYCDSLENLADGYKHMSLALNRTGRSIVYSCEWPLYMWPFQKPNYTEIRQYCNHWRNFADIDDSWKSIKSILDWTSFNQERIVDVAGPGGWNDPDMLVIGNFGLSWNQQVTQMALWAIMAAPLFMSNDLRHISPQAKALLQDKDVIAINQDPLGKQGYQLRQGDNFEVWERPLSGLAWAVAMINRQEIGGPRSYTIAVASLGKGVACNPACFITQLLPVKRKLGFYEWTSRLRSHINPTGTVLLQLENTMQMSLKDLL
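Spleen homogenate 1 ug + cpd (titration) + 4-MU-alpha-D-galactopyranoside 1 mM; 37C 40 min; 50 mM citrate/phosphate pH 5.0, 0.01% Tween-20; stop pH 10; fluorescence 365/440; AC50 via Hill.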
aGlu spleen mod: qHTS Assay for Inhibitors and Activators of Human alpha-Glucosidase From Spleen Homogenate | 240,000 tested, 0.006% active | Lysosomal alpha-glucosidase (Homo sapiens), P10253 | Potency, µM (doses to about 79.9 µM), for the others: at the highest dose activity change, negative = inhibition, actives largely listed as inhibitors | human spleen homogenate, 4-MU-alpha-glucoside fluorescence;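 also: 0% = enzyme with vehicle and -100% = no enzyme basal signal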
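Human spleen homogenate (1 ug) with 4-methylumbelliferyl-alpha-D-glucopyranoside (1 mM final) in 50 mM citrate/phosphate pH 5.0, 0.01% Tween-20; 40 min at 37 C. Stopped at pH 10; 4-MU fluorescence Ex 365/Em 440 nm; AC50 by Hill fit.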
GAA inhib: qHTS Assay for Inhibitors of Human alpha-Glucosidase as a Potential Chaperone Treatment of Pompe Disease; Lysosomal alpha-glucosidase (Homo sapiens), P10253; purified human GAA, 4-MU-alpha-glucoside fluorescence; Potency, µM (top dose mostly 76.9 µM), without a hit: at the top dose activity change, negative = inhibition, actives largely listed as inhibitors; 200,000 tested, 0.005% active; AID 1466, 2008;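 also: plate controls were uninhibited enzyme wells for no effect and no-enzyme background for full effect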
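Activity normalized between no-enzyme (basal) and enzyme-only wells. Conditions: 4 nM human enzyme, 400 uM fluorogenic substrate, citrate/phosphate pH 5.0 with Tween-20, 20 min room temperature, compounds up to 77 uM.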
Starred values were filed as active, the others as inactive; ? = inconclusive; / = no result given; & = joins results of further samples; [ ] = remark or other dose. Unless noted, calls follow the shape of the dose curve; as a rule, active = well fitted curve in the direction sought with a large enough effect; inconclusive = small, poorly fitted or top-dose-only effect, or another doubt; inactive = no such curve, though single readings can be large; an effect the other way counts as inactive or inconclusive. Potency is read from the fitted curve at half-maximal effect.

No.	canonical_smiles	GAA glycogen mod	NPSR antagonist	Epigenetic derep	Tau fluor counter	ALDH1A1 block	aGal spleen mod	aGlu spleen mod	GAA inhib
1	CC(C)Cn1c(N)c(C(=O)COC(=O)c2c(F)cccc2F)c(=O)n(C)c1=O	-13%	-11%	1.3%	-4%	11µM*	3%	-8%	3%
2	COc1ccc([C@H]2Oc3cc(O)cc(O)c3C(=O)C2[C@@H]2C(=O)c3c(O)cc(O)cc3O[C@@H]2c2ccc(OC)cc2)cc1 (stereo partly specified)	-4%	-35%	13%	-29%	/	2%	-1%	/
3	Cc1ccc(OC(=O)Cn2c(C(F)(F)F)nc3ccccc32)cc1	6%	-3%[46.1 µM]	-1.0%	-11%	4%	8%	-1%	-2%
4	CSc1ccccc1NC(=O)C1CCCO1 (stereo unspecified)	3%	10%[46.1 µM]	-0.9%	6%	1%	3%	-1%	1%
5	CC1CSc2nnc(CCc3ccccc3)n21 (stereo unspecified)	0%	4%[46.1 µM]	0.0%	-4%	2%	0%	6%	0%
6	COCC(=O)N(Cc1cc2ccc(C)cc2[nH]c1=O)c1ccc(OC)cc1	2%	-10%[46.1 µM]	-1.0%	-11%	-11%	0%	-4%	2%
7	Cc1ccc(S(=O)(=O)N2CCC(=O)N(CCOCc3cccc(Cl)c3)CC2)cc1	-4%	0%	7.3%	-12%	-7%	-8%	-13%	-9%
8	O=C(CN(C(=O)c1csnn1)c1cccc2c1CCCC2)NC1CCCC1	-10%	-6%	1.2%	16%	3%	-4%	0%	4%
9	CCC(=O)Nc1cccc(C2=NOC3(C2)C[C@H](C(N)=O)N(C(=O)CC#N)C3)c1 (stereo partly specified)	-2%	26%	-1.6%	2%	/	1%	0%	/
10	CCCCSc1nc2[nH]ncc2c(=O)[nH]1	1%	11%	1.1%	3%	17%	-1%	-1%	-4%
11	COc1ccc(S(=O)(=O)N(CC(=O)NC2CC2)c2ccc(C)cc2)cc1OC	1%	5%[46.1 µM]	-2.1%	-2%	9%	4%	-2%	4%
12	O=C(Nc1cccc(NS(=O)(=O)c2ccc(S(=O)(=O)NC3CC3)cc2)c1)c1ccccn1	-18%	-12%[46.1 µM]	2.0%	-11%	-6%	-26%	-13%	?
13	COc1ccc([N+](=O)[O-])cc1N(CC(O)CN(CC(C)C)CC(C)C)S(=O)(=O)c1ccc(C)cc1 (stereo unspecified)	-1%	-43%	0.1%	-14%	/	1%	2%	/
14	OB(O)c1csc2ccccc12	/	/	2.4%	-5%	0%	9%	11%	/
15	COc1ccc(C(=O)NNC(=O)CSc2nnc(-c3ccc(O)cc3)n2C)cc1	-5%	5%	7.1%	2%	?	2%	4%	4%
16	CN1CCN(C(=S)Nc2ccccc2Cl)CC1	4%	-1%[46.1 µM]	0.0%	-2%	-6%	8%	5%	3%
17	Cc1cccc(Cn2cc(SCC(=O)Nc3nccs3)c3ccccc32)c1	3%	?	0.8%	-14%	-6%	-26%	-14%	-4%
18	CCN(CC)c1cc(C)c2cc(NC(=O)CNC(C)=O)ccc2n1	5%	-5%[46.1 µM]	-1.2%	3%	?	?	27%	?
19	O=C(NCCc1ccc2c(c1)OCCO2)c1ccc([N+](=O)[O-])cc1Cl	?	1%	-7.8%	-6%	-3%	-7%	0%	-5%
20	CC(=O)Nc1ccc(OCC(=O)N2CCC(Cc3ccccc3)CC2)cc1	-9%	13%	-1.5%	-11%	-3%	-18%	-8%	-4%

By substructure, the entries above containing a nitro group on carbon
No.	canonical_smiles	GAA glycogen mod	NPSR antagonist	Epigenetic derep	Tau fluor counter	ALDH1A1 block	aGal spleen mod	aGlu spleen mod	GAA inhib
13	COc1ccc([N+](=O)[O-])cc1N(CC(O)CN(CC(C)C)CC(C)C)S(=O)(=O)c1ccc(C)cc1 (stereo unspecified)	-1%	-43%	0.1%	-14%	/	1%	2%	/
19	O=C(NCCc1ccc2c(c1)OCCO2)c1ccc([N+](=O)[O-])cc1Cl	?	1%	-7.8%	-6%	-3%	-7%	0%	-5%

Remaining list, next part
No.	canonical_smiles	GAA glycogen mod	NPSR antagonist	Epigenetic derep	Tau fluor counter	ALDH1A1 block	aGal spleen mod	aGlu spleen mod	GAA inhib
21	CCCCN(C(=O)NC(=O)Nc1ccccc1C)S(C)(=O)=O	-23%	-11%[46.1 µM]	0.0%	-4%	11%	9%	0%	7%
22	CCN1C(=O)N(S(=O)(=O)C(F)(F)F)[C@@H](c2ccccc2)C(C(=O)OC)=C1C	-3%	-24%	3.0%	-2%[11.6 µM]	1%[13.5 µM]	-12%[17.5 µM]	-6%[17.4 µM]	/
23	O=C(CSc1nc2ccccc2s1)N/N=C/c1cc([N+](=O)[O-])ccc1O	-4%	-2%	-2.7%	-24%	/	2%	2%	/
24	COCCn1c(SCC(=O)N(C(C)C)C(C)C)nnc1-c1cc2ccccc2cc1O	-2%	-20%[46.1 µM]	0.0%	-6%	5%	-6%	-8%	-3%
25	C=CCn1c(=O)n2ncnc2c2c3c(sc21)CCCC3	5%	-14%[46.1 µM]	-0.8%	-11%	-2%	5%	7%	-1%
26	CCOC(=O)N1CCC(NC(=O)c2cc3c(-c4cccc(OC)c4)nn(C)c3s2)CC1	-2%	-26%[46.1 µM]	0.0%	-11%	?	-5%	-1%	-4%
27	COC(=O)C1C(c2ccc(Br)cc2)Nc2nnc(C(F)(F)F)n2C1(C)O (stereo unspecified)	-1%	-2%	-2.3%	-1%	1%	-1%	-10%	?
28	O=C(O)COc1ccc(/C=C/c2nc3ccc([N+](=O)[O-])cc3s2)cc1	5%	?	-0.9%	-24%	/	2%	3%	/
29	O=C(CN1C(=O)C2CC=CCC2C1=O)NC1CCCCC1 (stereo unspecified)	8%	3%	11%	9%	10%	0%	0%	2%
30	Cc1ccc(NS(=O)(=O)c2cc(-c3n[nH]c(=O)c4ccccc34)ccc2C)cc1	-10%	-2%	1.1%	?	?	7%	-4%	0%
31	CCOc1ccc(CC(=O)NCC2(N3CCCCC3)CCCCC2)cc1	3%	-2%	-3.1%	-3%	13%	-5%	0%	-9%
32	COC(=O)C1=C(C(=O)OC)[C@@H]2Nc3ccccc3[C@@]23C[C@@H](C(=O)OC)N(C(C)=O)C3=N1	-4%	18%	-1.3%	-12%[11.6 µM]	8%[13.5 µM]	-1%[17.5 µM]	-3%[17.4 µM]	/
33	Cc1sc2nc(CN3CCOCC3)nc(NS(=O)(=O)c3ccc4c(c3)OCCO4)c2c1C	-9%	-23%[46.1 µM]	-0.3%	2%	1.3µM*	1%	-12%	-6%
34	O=S(=O)(Nc1nc2ccccc2s1)c1ccc(Br)s1	-6%	-6%[46.1 µM]	-1.1%	-4%	?	3%	1%	1%
35	Cc1ccccc1Cn1c(C)cc(C)c(C#N)c1=O	4%	11%	-4.7%	1%	?	-2%	1%	2%
36	COc1ccccc1OCC(O)CO (stereo unspecified)	4%	13%	2.7%&-1.7%	-8%&8%	8%&-1%	1%&4%	-5%&0%	3%
37	CCOc1ccc(-c2nn(-c3ccccc3)cc2/C=C(\C#N)S(=O)(=O)c2ccccc2)cc1C	4%	-8%[46.1 µM]	0.9%	-7%	?	8%	-1%	-3%
38	Cc1cc(C(=O)N/N=C/c2ccccc2[N+](=O)[O-])c(C)o1	20%	5%	7.0%	-16%	-5%	3%	3%	11%
39	C=C(C)C(=O)Nc1nnc(-c2cccs2)s1	-15%	-8%	0.0%	8%	-8%	3%	-3%	-1%
40	COC(=O)CN(C#N)c1nc(NC(C)C)nc(OC)n1	6%	-1%	-1.0%	-6%	3%	7%	5%	1%
41	Cc1ccc(OCC(=O)N/N=C/c2ccc([N+](=O)[O-])o2)cc1	-14%	0%[46.1 µM]	-0.9%	-23%	-9%	-5%	-12%	-4%
42	Cc1cc(Cl)ccc1NC(=O)C1CCN(S(C)(=O)=O)CC1	15%	-8%	-4.7%	13%	?	10%	6%	-4%
43	CCOC(=O)c1nnn(CC(=O)Nc2ccccc2OC)c1C(=O)OCC	-1%	-9%[46.1 µM]	-0.2%	-11%	12%	6%	0%	-1%
44	CC(=O)N1c2ccc3ccccc3c2C2C=CCC2C1c1ccc(Br)cc1 (stereo unspecified)	4%	-48%	-1.1%	-16%	?	1%	1%	1%
45	CCOC(=O)C(C)Oc1c(C(=O)OC)sc2ncccc12 (stereo unspecified)	5%	-2%	0.0%	-8%	-4%	-5%	/	-3%
46	CCn1c(=O)cc(SCC(=O)Nc2cccc(C)n2)c2ccccc21	8%	-12%	-1.8%	-14%	?	-2%	3%	-1%

A different layout for part of the listing above:
#44 CC(=O)N1c2ccc3ccccc3c2C2C=CCC2C1c1ccc(Br)cc1 (stereo unspecified)
  GAA glycogen mod = 4%
  NPSR antagonist = -48%
  Epigenetic derep = -1.1%
  Tau fluor counter = -16%
  ALDH1A1 block = ?
  aGal spleen mod = 1%
  aGlu spleen mod = 1%
  GAA inhib = 1%

#46 CCn1c(=O)cc(SCC(=O)Nc2cccc(C)n2)c2ccccc21
  GAA glycogen mod = 8%
  NPSR antagonist = -12%
  Epigenetic derep = -1.8%
  Tau fluor counter = -14%
  ALDH1A1 block = ?
  aGal spleen mod = -2%
  aGlu spleen mod = 3%
  GAA inhib = -1%

Reprinted at random: three entries already listed
No.	canonical_smiles	GAA glycogen mod	NPSR antagonist	Epigenetic derep	Tau fluor counter	ALDH1A1 block	aGal spleen mod	aGlu spleen mod	GAA inhib
45	CCOC(=O)C(C)Oc1c(C(=O)OC)sc2ncccc12 (stereo unspecified)	5%	-2%	0.0%	-8%	-4%	-5%	/	-3%
33	Cc1sc2nc(CN3CCOCC3)nc(NS(=O)(=O)c3ccc4c(c3)OCCO4)c2c1C	-9%	-23%[46.1 µM]	-0.3%	2%	1.3µM*	1%	-12%	-6%
23	O=C(CSc1nc2ccccc2s1)N/N=C/c1cc([N+](=O)[O-])ccc1O	-4%	-2%	-2.7%	-24%	/	2%	2%	/

The list is partial (hit frequency here may not be typical).
